Pf growth 48h – P. falciparum growth inhibition at 48 hours (one generation) | P. falciparum luciferase growth in erythrocytes, 48 h | Potency, µM (titrated, usually from 28.7 µM), for inactives: top-dose activity change, negative = inhibition, most hits filed as inhibitors | actives 5.9% (n = 310,000) | AID 504832; further: potency means the concentration at half of the fitted maximal effect; on the % scale 0 is the no-effect control and ±100 the full control effect
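Erythrocytes infected with P. falciparum carrying an integrated firefly luciferase reporter (2% hematocrit, 0.1% parasitemia final) were exposed to compounds in RPMI 1640 with 0.5% Albumax at 37 C, 5% CO2. Growth inhibition was scored as reduced luminescence.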
AMA1 RON2 block – disrupts binding of P. falciparum AMA1 to RON2; AlphaScreen AMA1-biotinylated RON2 peptide binding; Potency, µM (top dose mostly 58.2 µM), for the others: top-dose activity change, negative = inhibition, most hits filed as inhibitors; actives 0.2% (n = 360,000);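 further: potency means the concentration at half of the fitted maximal effect; 0% = vehicle wells and -100% = peptide control; nearly all actives have a fitted effect of over 45% in size; some results filed as inactive show a strong effect at the top dose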
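AMA1 (3D7) with his tag at 25 nM final met compounds first, then biotinylated RON2 peptide at 25 nM; detection used donor plus acceptor beads, 10 µg/mL apiece, read by AlphaScreen after 30 min at room temperature.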
LmPK inhibitor – LmPK (Leishmania mexicana) enzyme inhibition | Potency, µM (highest dose often 57.5 µM), for the others: top-dose activity change, negative = inhibition, hits mostly inhibitors | actives 0.37% (n = 290,000) | purified LmPK, Kinase-Glo ATP luminescence, 1 h; further: potency means the concentration at half of the fitted maximal effect; on the % scale 0 is the no-effect control and ±100 the full control effect
Target sequence (Q27686 whole entry, looked up): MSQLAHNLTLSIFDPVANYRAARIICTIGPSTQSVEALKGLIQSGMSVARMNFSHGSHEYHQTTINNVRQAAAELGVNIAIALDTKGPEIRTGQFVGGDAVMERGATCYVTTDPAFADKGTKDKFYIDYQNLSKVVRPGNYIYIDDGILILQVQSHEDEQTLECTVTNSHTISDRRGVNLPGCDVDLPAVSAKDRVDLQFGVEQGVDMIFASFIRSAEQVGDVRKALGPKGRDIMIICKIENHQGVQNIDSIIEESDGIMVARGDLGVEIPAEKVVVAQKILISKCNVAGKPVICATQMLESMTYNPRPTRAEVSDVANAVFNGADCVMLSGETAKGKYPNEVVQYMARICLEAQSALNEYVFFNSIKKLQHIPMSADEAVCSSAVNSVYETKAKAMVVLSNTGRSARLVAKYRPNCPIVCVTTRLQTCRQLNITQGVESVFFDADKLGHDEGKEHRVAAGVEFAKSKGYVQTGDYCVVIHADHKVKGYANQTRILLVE
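Purified LmPK (0.1 nM) converted ADP (0.1 mM) to ATP with PEP (0.5 mM) in imidazole buffer pH 7.2 with KCl and MgCl2, 1 h at room temperature. ATP was read by Kinase-Glo luminescence; data normalized to uninhibited and no-enzyme controls.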
CHX counter – affects cycloheximide protein synthesis inhibition readout, counter-screen; cell reporter, cycloheximide protein synthesis inhibition counterscreen; max response, %; actives 12% (n = 300,000); in the data active means max response mostly above about 13%, no sharp cut-off; inactive means mostly below about 14%; further: read at 38.3 µM for the half of the compounds with a filed dose; 0% is about no effect
Shiga toxin inh – blocks Shiga toxin action in Vero cells; Vero cells, Shiga toxin protein synthesis inhibition reporter; inhibition, % at 38.7 µM; actives 9.2% (n = 290,000); in the data active means inhibition mostly above about 28%, no sharp cut-off; inactive means mostly below about 43%; further: 0% is about no effect
Pf growth 96h – P. falciparum growth inhibition at 96 hours; P. falciparum luciferase reporter growth, 96 h; Potency, µM (top dose mostly 28.7 µM), inactives show top-dose activity change, negative = inhibition, usual class: inhibitors; actives 6.9% (n = 320,000); AID 504834; further: potency means the concentration at half of the fitted maximal effect; on the % scale 0 is the no-effect control and ±100 the full control effect
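Luminescence readout: decreased luciferase signal marks inhibited growth of reporter-expressing P. falciparum in infected red cells (2% hematocrit, 0.05% parasitemia final), exposed to compound two generations (96 h, 37 C, 5% CO2).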
Tb PYK inh – inhibitors of Trypanosoma brucei pyruvate kinase. Q57TT1. Potency, µM (doses to about 76.8 µM), inactives show top-dose activity, negative = inhibition, hits mostly inhibitors. TbPYK enzyme, Kinase-Glo Plus ATP luminescence, 45 min. actives 0.12% (n = 410,000); further: potency means the concentration at half of the fitted maximal effect; on the % scale 0 is the no-effect control and ±100 the full control effect; nearly all actives have a fitted effect of over 50% in size
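In this concentration-response screen, enzyme-free wells defined baseline while DMSO plates tracked drift. Each reaction combined TbPYK, substrate, compound and 130 uM ADP for 45 min at room temperature. Kinase-Glo Plus luminescence gave the signal.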
* marks the source's active call; other numbers are inactive results; [ ] = remark or other dose. Unless noted, the call rests on the fitted dose curve; in most records, active means well fitted curve in the direction sought with a large enough effect; inconclusive means small, poorly fitted or top-dose-only effect, or another doubt; inactive means no such curve, though single readings can be large; an effect the other way counts as inactive or inconclusive.

`COc1ccc(C2NCCc3c2[nH]c2ccccc32)cc1CSc1nc2ccccc2s1` (centres undefined) gave Pf growth 48h inconclusive, AMA1 RON2 block inconclusive, LmPK inhibitor -4%, CHX counter -6, Shiga toxin inh -14, Pf growth 96h inconclusive and Tb PYK inh -9%.
`CC(=O)NC(CC(=O)Nc1cccc(S(=O)(=O)N2CCOCC2)c1)c1ccccc1` (centres undefined) gave Pf growth 48h 33%[activator], AMA1 RON2 block 1%, Pf growth 96h -5% and Tb PYK inh -2%.
Screening COc1ccccc1-n1cnnc1SCC(=O)Nc1cc(C)on1 returned Pf growth 48h -12%, AMA1 RON2 block -12%, LmPK inhibitor 4%, CHX counter -1, Shiga toxin inh -10, Pf growth 96h 1% and Tb PYK inh 1%.
Screening CC(=O)c1cccc(N(CC(=O)NC2CCCC2)C(=O)CNC(=O)c2cccs2)c1 returned Pf growth 48h 0%, AMA1 RON2 block -2%, LmPK inhibitor 2%, CHX counter -4, Shiga toxin inh -1, Pf growth 96h -6% and Tb PYK inh 4%.
For CCCSc1nnc2n(N)c(=O)c3ccccc3n12 the results were Pf growth 48h 9%, AMA1 RON2 block -15%, LmPK inhibitor -2%, CHX counter -5, Shiga toxin inh -17, Pf growth 96h 11% and Tb PYK inh 3%.
COCCNC(=O)COc1ccc(C)c(C)c1 was read as Pf growth 48h 39%[activator], AMA1 RON2 block 2%, LmPK inhibitor 0%, CHX counter 9, Shiga toxin inh 20, Pf growth 96h 25% and Tb PYK inh 0%.
Screening COc1ccc(C2c3ccc(O)cc3Oc3ncn(CCCO)c(=N)c32)cc1 (centres undefined) returned Pf growth 48h inconclusive, AMA1 RON2 block -2%, LmPK inhibitor 1%, CHX counter -1, Shiga toxin inh -8, Pf growth 96h inconclusive and Tb PYK inh -2%.
For CN1CCC(N(C)S(=O)(=O)c2ccc(NC(=O)COc3ccc(F)cc3Cl)cc2)CC1 the results were Pf growth 48h inconclusive, AMA1 RON2 block -7%, LmPK inhibitor -2%, CHX counter -2, Shiga toxin inh -9, Pf growth 96h inconclusive and Tb PYK inh 1%.
`CCOC(=O)c1c2c3c(cccc3n(C)c1=O)C(=O)c1ccccc1-2` gave Pf growth 48h 10%, AMA1 RON2 block -12%, LmPK inhibitor 23%, CHX counter -2, Pf growth 96h 108%[activator] and Tb PYK inh -8%.
Screening Cc1nc2c(C)cccn2c1/C(O)=C1\C(=O)C(=O)N(CCN(C)C)C1c1ccncc1 (centres undefined) returned Pf growth 48h 3%, AMA1 RON2 block 4%, LmPK inhibitor -7%, CHX counter -2, Shiga toxin inh -5, Pf growth 96h 25% and Tb PYK inh -12%.
Screening COc1ccccc1CC(=O)NCCc1ccccc1 returned Pf growth 48h 8%, AMA1 RON2 block 38%[activator], LmPK inhibitor -5%, CHX counter 1, Shiga toxin inh -2, Pf growth 96h -38% and Tb PYK inh -20%.
COc1ccccc1NC(=O)NCc1ccccc1F was read as Pf growth 48h 52%[activator], AMA1 RON2 block -4%, LmPK inhibitor -1%, CHX counter 0, Shiga toxin inh 14, Pf growth 96h 1% and Tb PYK inh 0%.
For CC(=O)CCN1C(=O)NC2(CCCc3ccccc32)C1=O (centres undefined) the results were Pf growth 48h 9%, AMA1 RON2 block 4%, LmPK inhibitor -8%, CHX counter -6, Shiga toxin inh -16, Pf growth 96h 42%[activator] and Tb PYK inh 2%.
`CC(C)(C)C(=O)Nc1nc(-c2ccccc2)ns1` gave Pf growth 48h inactive, AMA1 RON2 block -4%, LmPK inhibitor 3%, CHX counter 58*, Shiga toxin inh 84* and Tb PYK inh 3%.
Screening COc1ccc(C(=O)Nc2nc3ccc4nc(C)sc4c3s2)cc1 returned Pf growth 48h 24%, AMA1 RON2 block 27%, LmPK inhibitor 6%, CHX counter -2, Shiga toxin inh -3, Pf growth 96h 3% and Tb PYK inh -6%.
For CN1C(=S)SC2CS(=O)(=O)CC21C (centres undefined) the results were Pf growth 48h 36%[activator], AMA1 RON2 block -2%, LmPK inhibitor -12%, CHX counter -1, Shiga toxin inh -5, Pf growth 96h 85%[activator] and Tb PYK inh -1%.
Screening Cc1cc(NS(=O)(=O)c2ccc(NC(=O)CCCOc3ccccc3)cc2)no1 returned Pf growth 48h -4%, AMA1 RON2 block -6%, LmPK inhibitor 0%, CHX counter -5, Shiga toxin inh -1, Pf growth 96h 45%[activator] and Tb PYK inh 4%.
For CCOc1cc(/C=C2\SC(=O)N=C2N)ccc1O the results were Pf growth 48h inconclusive, AMA1 RON2 block 3%, LmPK inhibitor -5%, CHX counter -2, Shiga toxin inh -10, Pf growth 96h inconclusive and Tb PYK inh -11%.
Screening NC(=O)C1CCN(C(=O)c2ccc(NS(=O)(=O)c3ccc(Br)s3)cc2)CC1 returned Pf growth 48h 34%[activator], AMA1 RON2 block 13%, Pf growth 96h 11% and Tb PYK inh -4%.
For CCOC(=O)c1ccc(NC(=O)N2CCN(S(C)(=O)=O)CC2)cc1 the results were Pf growth 48h inconclusive, AMA1 RON2 block 0%, LmPK inhibitor -2%, CHX counter 1, Shiga toxin inh 12 and Tb PYK inh -1%.
Screening O=C(CN1C(=O)c2ccccc2C1=O)Nc1ccc(S(=O)(=O)NCC2CCCO2)cc1 (centres undefined) returned Pf growth 48h 16%, AMA1 RON2 block 5%, LmPK inhibitor 0%, CHX counter 1, Shiga toxin inh -3, Pf growth 96h -78% and Tb PYK inh 9%.
For Clc1ccc(-c2noc(CCCOc3ccccc3)n2)cc1 the results were Pf growth 48h 7%, AMA1 RON2 block 115%[activator], LmPK inhibitor -2%, CHX counter 8, Shiga toxin inh 6, Pf growth 96h 0% and Tb PYK inh -8%.
`C=CCNC(=O)CC(=O)N/N=C/c1ccc(F)cc1` gave Pf growth 48h 33%[activator], AMA1 RON2 block 6%[2.32 µM], LmPK inhibitor -1%, CHX counter -6, Shiga toxin inh -11, Pf growth 96h -11% and Tb PYK inh 0%.
`CC(NS(=O)(=O)c1ccc(F)cc1)C(=O)NCc1ccncc1` (centres undefined) gave Pf growth 48h -16%, AMA1 RON2 block 1%, LmPK inhibitor 0%, CHX counter -3, Shiga toxin inh -15, Pf growth 96h 9% and Tb PYK inh -4%.
`C/C=C/C=C/[C@H]1Cc2cc(O)cc(O)c2O1` gave Pf growth 48h 9%, LmPK inhibitor 5%, CHX counter -5, Shiga toxin inh -3 and Pf growth 96h 3%.
Cc1nc(-c2cnn(-c3ccccc3)c2)c2cc(C)oc2n1 was read as Pf growth 48h -19%, AMA1 RON2 block -2%, LmPK inhibitor 3%, CHX counter 1, Shiga toxin inh 11, Pf growth 96h 27% and Tb PYK inh 4%.
Screening Clc1ccc(OCc2nc(-c3ccncc3)no2)c(Cl)c1 returned Pf growth 48h -58%, AMA1 RON2 block 8%, LmPK inhibitor 1%, CHX counter 64*, Shiga toxin inh 122*, Pf growth 96h 10µM* and Tb PYK inh -4%.
Screening COC(=O)c1sccc1S(=O)(=O)N1CCCC(N(C)CCc2ccccn2)C1 (centres undefined) returned Pf growth 48h -6%, AMA1 RON2 block 4%, LmPK inhibitor -4%, CHX counter 0, Shiga toxin inh 2, Pf growth 96h inconclusive and Tb PYK inh 2%.
CC[C@@]1(O)C(=O)OCc2c1cc1n(c2=O)Cc2cc3ccccc3nc2-1 was read as Pf growth 48h inconclusive, LmPK inhibitor 3%, CHX counter -4, Shiga toxin inh 4 and Pf growth 96h inconclusive.
`O=P(O)(O)c1ccccc1OCCOCCOc1ccccc1P(=O)(O)O` gave Pf growth 48h 18%, AMA1 RON2 block 3%, LmPK inhibitor -3%, CHX counter -5, Shiga toxin inh -1, Pf growth 96h 8% and Tb PYK inh -3%.
`COc1ccc(NC(=O)CN2C(=O)CSC2=O)cc1` gave Pf growth 48h 26%, AMA1 RON2 block 22%, LmPK inhibitor -3%, CHX counter -1, Shiga toxin inh -2, Pf growth 96h 3% and Tb PYK inh 5%.
COc1ccccc1NC(=O)c1ccc2snnc2c1 was read as Pf growth 48h 7%, AMA1 RON2 block inconclusive, LmPK inhibitor -16%, CHX counter 16, Shiga toxin inh 42*, Pf growth 96h -14% and Tb PYK inh 6%.
For CCCOc1ccc(C2CC(=O)Nc3cc(OC)c(OC)cc32)cc1 (centres undefined) the results were Pf growth 48h -8%, AMA1 RON2 block -20%, LmPK inhibitor -1%, CHX counter -4, Shiga toxin inh -14, Pf growth 96h inconclusive and Tb PYK inh -1%.
Screening CCN(CC)C(=O)CSc1nnc(-c2ccc(S(=O)(=O)NCc3ccccc3Cl)cc2)o1 returned Pf growth 48h inconclusive, AMA1 RON2 block -5%, LmPK inhibitor 0%, CHX counter -1, Shiga toxin inh -2, Pf growth 96h 13% and Tb PYK inh -9%.
Cc1cccc(-c2noc(CCC(=O)Nc3ccccc3)n2)c1 was read as Pf growth 48h 27%, AMA1 RON2 block 1%, LmPK inhibitor 6%, CHX counter 1, Shiga toxin inh 8 and Tb PYK inh 2%.
`CC1=NOC(=O)/C1=C/c1ccc(N(C)C)cc1` gave Pf growth 48h 0%, AMA1 RON2 block -19%, LmPK inhibitor inconclusive, CHX counter 1, Shiga toxin inh -12, Pf growth 96h 41%[activator] and Tb PYK inh -18%.

The last three entries of the section above are carried over, then new ones follow:
Screening CCN(CC)C(=O)CSc1nnc(-c2ccc(S(=O)(=O)NCc3ccccc3Cl)cc2)o1 returned Pf growth 48h inconclusive, AMA1 RON2 block -5%, LmPK inhibitor 0%, CHX counter -1, Shiga toxin inh -2, Pf growth 96h 13% and Tb PYK inh -9%.
Cc1cccc(-c2noc(CCC(=O)Nc3ccccc3)n2)c1 was read as Pf growth 48h 27%, AMA1 RON2 block 1%, LmPK inhibitor 6%, CHX counter 1, Shiga toxin inh 8 and Tb PYK inh 2%.
`CC1=NOC(=O)/C1=C/c1ccc(N(C)C)cc1` gave Pf growth 48h 0%, AMA1 RON2 block -19%, LmPK inhibitor inconclusive, CHX counter 1, Shiga toxin inh -12, Pf growth 96h 41%[activator] and Tb PYK inh -18%.
Screening CC(C)CC(CO)N1CCN(C(=O)c2ccc(Cl)cc2Cl)CCC1=O (centres undefined) returned Pf growth 48h 26%, AMA1 RON2 block 9%, LmPK inhibitor -1%, CHX counter -5, Shiga toxin inh -9, Pf growth 96h 49%[activator] and Tb PYK inh -3%.
For Cc1cccc(N(CC(=O)N/N=C/c2ccc(OCC(=O)NCc3ccco3)cc2)S(C)(=O)=O)c1C the results were AMA1 RON2 block -5%, LmPK inhibitor 11%, CHX counter -2, Shiga toxin inh -5, Pf growth 96h inconclusive and Tb PYK inh -3%.
Screening O=C(c1cccc(S(=O)(=O)N2CCCCCC2)c1)N1CCN(c2ccccc2)CC1 returned Pf growth 48h inconclusive, AMA1 RON2 block -10%, LmPK inhibitor -2%, CHX counter -3, Shiga toxin inh -15, Pf growth 96h 175%[activator] and Tb PYK inh -2%.
`COc1ccc(/C=C2\N=C(c3ccc(C)cc3)OC2=O)cc1` gave Pf growth 48h 29%, AMA1 RON2 block 14%, LmPK inhibitor 1%, CHX counter 1, Pf growth 96h 322%[activator] and Tb PYK inh -1%.
